CRFBP-R2 block: CRF-BP/CRF-R2 complex antagonism; inhibition, % at 11.8 µM; HEK293 CRF-R2/CRF-BP, CRF-induced calcium fluorescence; AID 588475; hit rate 0.59% among 350,000;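 active = inhibition of the ligand-induced calcium signal above about 50% at the single tested concentration, limit read from the data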
CHRM5 PAM: CHRM5 positive allosteric modulation; P08912; CHO-K1 hM5, Fluo-8 calcium, ACh EC20 PAM; 0% = ACh EC20, 100% = ACh EC100; activation, % at 3 µM; hit rate 0.3% among 360,000;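 active = activation above the run cutoff, the mean activation of all test compounds plus 3 SD, cut at about 18% in these data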
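system = human M5 receptor in CHO-K1 cells | compound = one concentration, 3 µM final (nominal) | schedule = Post-acetylcholine fluorescence recording 140 s | signal = Fluo-8 calcium dye fluorescence, kinetic read | benchmarks = low control EC20 acetylcholine (0%), high control EC100 acetylcholine (100%) | repeats = singlicate, one well per test compound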
CHRM4 antagonist: blocks acetylcholine activation of human M4 receptor. inhibition, % at 3 µM. AID 624125. P08173. CHO-hM4 cells, ACh EC80, Fluo-8 calcium fluorescence. hit rate 0.73% among 360,000;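 active = inhibition above its plate's cutoff, the mean inhibition of sample wells plus 3 SD, cut at about 27% in these data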;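 note: 0% = acetylcholine EC80 with DMSO and 100% = DMSO without agonist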
CRFBP-R2 agonist: CRF-BP/CRF-R2 complex agonism | activation, % at 13.2 µM | HEK293 CRF-R2/CRF-BP, calcium dye fluorescence (FLIPR); percent of saturating CRF peptide response | hit rate 0.46% among 350,000;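 active = activation of at least 50%, plus an integration ratio under a set limit after plate pattern correction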;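 note: plate controls were neutral control wells without compound for no effect and CRF at EC100 for full effect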
IDE cell inh: cellular human IDE inhibition | HEK cells, FAbetaB cleavage, fluorescence polarization | inhibition, % at 5.59 µM | hit rate 0.41% among 320,000;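 active = percent inhibition above the average of all tested compounds plus 3 SD, set per screening campaign, cut at about 16% in these data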;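 note: IDE supplied by intact live HEK cells; FP after avidin binding of uncleaved biotin substrate so inhibition keeps polarization high; 0% = DMSO wells and 100% = 60 µM reference IDE inhibitor Ii1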
Target sequence (P14735 whole entry, looked up): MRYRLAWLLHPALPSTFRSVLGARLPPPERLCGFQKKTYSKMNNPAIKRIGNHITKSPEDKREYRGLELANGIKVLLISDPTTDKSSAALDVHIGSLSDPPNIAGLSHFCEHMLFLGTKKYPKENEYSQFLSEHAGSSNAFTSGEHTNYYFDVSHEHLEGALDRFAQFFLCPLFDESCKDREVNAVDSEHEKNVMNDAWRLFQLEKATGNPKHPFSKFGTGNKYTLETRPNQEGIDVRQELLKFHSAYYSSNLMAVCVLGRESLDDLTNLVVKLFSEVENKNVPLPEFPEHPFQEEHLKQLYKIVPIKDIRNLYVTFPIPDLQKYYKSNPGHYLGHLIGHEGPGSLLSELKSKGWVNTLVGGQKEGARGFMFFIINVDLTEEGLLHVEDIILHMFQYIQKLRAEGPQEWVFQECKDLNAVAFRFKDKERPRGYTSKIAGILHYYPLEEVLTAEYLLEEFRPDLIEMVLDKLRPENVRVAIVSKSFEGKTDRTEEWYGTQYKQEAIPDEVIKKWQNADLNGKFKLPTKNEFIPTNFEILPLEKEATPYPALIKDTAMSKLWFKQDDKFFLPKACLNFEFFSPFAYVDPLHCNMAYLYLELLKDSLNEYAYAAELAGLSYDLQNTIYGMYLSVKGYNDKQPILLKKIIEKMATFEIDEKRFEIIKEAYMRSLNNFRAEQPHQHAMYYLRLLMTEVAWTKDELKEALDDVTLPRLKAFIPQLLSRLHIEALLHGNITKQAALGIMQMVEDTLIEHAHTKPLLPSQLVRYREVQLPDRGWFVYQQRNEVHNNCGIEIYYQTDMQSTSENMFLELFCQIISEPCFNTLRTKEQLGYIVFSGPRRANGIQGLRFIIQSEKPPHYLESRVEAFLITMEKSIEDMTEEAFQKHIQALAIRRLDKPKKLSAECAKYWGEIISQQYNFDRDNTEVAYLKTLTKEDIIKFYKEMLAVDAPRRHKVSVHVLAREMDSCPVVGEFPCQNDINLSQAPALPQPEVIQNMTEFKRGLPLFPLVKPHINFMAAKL
M5 ag: CHRM5 agonism in calcium assay; CHO-K1 hM5 cells, Fluo-8 calcium fluorescence; 0% DMSO wells, 100% maximal acetylcholine response; activation, % at 3 µM; hit rate 0.19% among 360,000;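 active = activation above the run's mean over test compounds plus 3 SD, cut at about 23% in these data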;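 note: signal is peak over basal fluorescence ratio across the kinetic read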
CHRM4 agonist: CHRM4 agonism in calcium assay. P08173. CHO-K1 hM4/Gqi5, Fluo-8 calcium fluorescence; vehicle 0%, full acetylcholine response 100%. activation, % at 3 µM. hit rate 0.14% among 360,000. AID 624127;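 active = activation above the run mean over all test wells plus 3 SD, cut at about 32% in these data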;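 note: peak over basal fluorescence ratio per well then scaled between controls; 0% = DMSO wells and 100% = acetylcholine at EC100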
M4 PAM: positive allosteric modulators of human muscarinic M4 receptor; P08173; CHO-K1 hM4/Gqi5, Fluo-8 calcium fluorescence, ACh EC20; 0% = ACh EC20, 100% = maximal ACh; activation, % at 3 µM; hit rate 0.4% among 360,000;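 active = activation above its plate's cutoff, the mean activation of sample wells plus 3 SD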; note: some results filed as inactive read as strong as hits
M5 antag: CHRM5 antagonism in calcium assay; CHO-hM5 cells, Fluo-8 calcium fluorescence, ACh EC80; inhibition, % at 3 µM; hit rate 0.59% among 360,000;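 active = inhibition above a per-plate cutoff, the mean of that plate's test compounds plus 3 SD, cut at about 27% in these data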;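 note: 0% = acetylcholine EC80 with DMSO and 100% = DMSO without agonist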
Numbers without * were called inactive; . = not tested or not shown. Compounds as they come. About 2.9% of those tested had a hit in this group.

CRFBP-R2 block,CHRM5 PAM,CHRM4 antagonist,CRFBP-R2 agonist,IDE cell inh,M5 ag,CHRM4 agonist,M4 PAM,M5 antag,SMILES
-11,2,-1,-1.2,-1,-2,2,5,1,Cc1ccc(NC(=O)c2cnn(-c3ccccc3)c2NC(=O)c2ccco2)cc1
8,0,-5,-1.5,.,0,1,1,-2,O=C(Nc1cccc(C(=O)N2CCCCC2)c1)C1CC1
-9,-34,-10,-0.5,4,-7,11,-10,0,Cc1ccc(S(=O)(=O)Oc2ccccc2/C=N/NC(=O)c2c(Cl)cnn2C)cc1
-24,1,-3,3.2,5,-4,0,0,8,CC1CCCC(C)N1C(=O)COC(=O)Cc1ccc(F)cc1 (stereo unspecified)
-2,1,-13,0.2,.,-1,1,7,-1,CCOC(=O)N1CCC(NC(=O)Cn2ncc3c4ccccc4n(C)c3c2=O)CC1
7,10,7,-0.7,4,-4,0,0,-3,O=C(NC1CCCCCCC1)c1cnccn1
-3,-2,2,3.0,1,3,1,3,3,CN(C(=O)CSc1n[nH]c(-c2cccs2)n1)C1CCS(=O)(=O)C1 (stereo unspecified)
5,11,-12,-2.1,7,-3,2,13,-9,O=C(NC(=S)NCC1CCCO1)c1ccccc1F (stereo unspecified)
2,-6,-2,1.0,1,1,1,-3,-1,O=c1cc(Nc2ccc3c(c2)OCCO3)[nH]c(=O)n1-c1ccc(Cl)cc1
12,4,1,0.6,4,3,3,0,3,O=C(Nc1ccn(Cc2ccc(Cl)cc2)n1)c1ccccc1
0,-5,-25,-1.4,6,-1,7,9,2,COc1ccc(-n2nnnc2SCC(=O)N2C(C)CCCC2C)c(OC)c1 (stereo unspecified)
-21,3,-9,-2.3,.,2,0,7,3,Cc1cccc(NNC(=S)Nc2ccccc2)c1
-8,-1,0,2.5,2,-4,0,7,6,CCOC(=O)C1=C(C)NC(=S)NC1c1ccc(-c2ccc(Cl)cc2)o1 (stereo unspecified)
8,-6,-7,3.0,.,1,1,-3,7,CCOC(=O)CCCCCC(=O)Nc1ccc2c(c1)C(=O)N([C@H](C)CO)C[C@H](C)[C@H](CN(C)C(=O)C1CCCCC1)OCCCC[C@@H](C)O2
-3,1,0,1.5,-3,1,2,0,0,Cc1cc(/C=C2/C(=O)N(C)C(=S)N2C)c(C)n1C1CC1
2,-3,-11,2.1,-1,-3,1,2,9,CC(C)(C)NC(=O)C1CCN(C(=O)c2ccco2)CC1
.,-1,7,.,.,0,0,5,-1,CC(C)CNC(=O)C1(C)CCCN1Cc1ccc(S(C)(=O)=O)cc1 (stereo unspecified)
-2,9,1,-0.9,2,1,0,3,5,Cc1cc(CNC(=O)C(C)Cc2ccccc2)nn1C (stereo unspecified)
8,-2,-5,-0.6,1,-4,1,2,11,Cc1ccc2nc(N3CCN(c4ccccc4)CC3)c(C=O)c(=O)n2c1
8,-7,6,-1.3,-5,-3,1,-3,15,CCCNC(=O)/C(C#N)=C1\N=C(NC(=O)c2ccco2)c2ccccc21

Arranged by value in CRFBP-R2 agonist (smallest number first): some entries from above.
CRFBP-R2 block,CHRM5 PAM,CHRM4 antagonist,CRFBP-R2 agonist,IDE cell inh,M5 ag,CHRM4 agonist,M4 PAM,M5 antag,SMILES
-9,-34,-10,-0.5,4,-7,11,-10,0,Cc1ccc(S(=O)(=O)Oc2ccccc2/C=N/NC(=O)c2c(Cl)cnn2C)cc1
2,-6,-2,1.0,1,1,1,-3,-1,O=c1cc(Nc2ccc3c(c2)OCCO3)[nH]c(=O)n1-c1ccc(Cl)cc1
-3,1,0,1.5,-3,1,2,0,0,Cc1cc(/C=C2/C(=O)N(C)C(=S)N2C)c(C)n1C1CC1

Later entries
CRFBP-R2 block,CHRM5 PAM,CHRM4 antagonist,CRFBP-R2 agonist,IDE cell inh,M5 ag,CHRM4 agonist,M4 PAM,M5 antag,SMILES
-16,0,1,3.0,0,-7,2,7,-1,Cc1ccc(C)c(Cn2c3ccccc3c3cnn(CC(=O)NCCCN4CCOCC4)c(=O)c32)c1
-30,2,5,-3.7,1,1,2,2,-3,Nc1nc(Nc2ccccc2)nc(N2CCOCC2)c1[N+](=O)[O-]
-15,0,5,-0.3,-1,-3,0,-2,5,CN(C)C(=S)Nc1ccc(Cl)cc1
-6,-3,-3,0.8,9,3,2,3,-5,CC(C)[C@H](NS(=O)(=O)c1ccccc1)C(=O)OCn1nnc2ccccc2c1=O
-10,-4,-8,2.0,5,-5,1,-2,1,CC(=O)c1cccc(NC(=O)C2(c3ccccc3)CC2(Cl)Cl)c1 (stereo unspecified)
7,4,-5,0.3,5,-6,1,3,-8,COc1cc(NC(=O)Cn2c(C)cc3ccccc3c2=O)cc(OC)c1OC
-9,-1,8,-0.1,1,6,9,-5,3,CCOC(=O)c1cnc(-n2nc(C)cc2C)nc1Oc1ccc(C#N)cc1
-5,3,5,0.7,0,-5,2,8,-11,O=C1N(CN2C(=O)C3(OCCO3)c3ccccc32)c2ccccc2C12OCCO2
-3,-4,-4,-0.7,-2,-1,2,11,15,Cc1ccc(OCCNC(=O)CNC(=O)c2ccccc2Cl)cc1
10,-7,27*,-1.0,-1,-2,1,-18,-3,Cc1ccc(OCCNC(=O)C(=O)NCc2ccco2)cc1
0,-21,12,0.8,3,-5,1,-7,7,CC1(C)CC(=O)C=C(c2ccc(F)cc2OCc2ccccc2)C1
0,-38,-5,1.0,6,-4,8,-10,9,COc1ccccc1-c1nc(SCC(=O)O)n[nH]1
.,-4,-4,.,.,-2,3,2,6,COc1ccc(NC(=O)c2cc(-c3ccc(F)cc3C)n[nH]2)cc1OC
-13,3,-5,0.5,2,0,0,6,-2,Cc1cc(C)c(S(=O)(=O)NCc2nc3nc(C)cc(C)n3n2)c(C)c1
-14,-10,5,-5.6,-2,1,0,-3,-4,Cc1ccc(Nc2nc(=O)[nH]nc2C)cc1
22,-7,7,0.3,-3,2,2,8,7,CCC(C)NS(=O)(=O)c1ccc(OCC(=O)NCC2CCCO2)cc1 (stereo unspecified)
4,4,-6,2.6,-9,1,1,14,-8,CN(C)C(=O)CSc1nc(SCC(=O)N(C)C)n(-c2ccccc2)n1
-34,6,-9,2.7,1,-1,1,5,-5,COc1ccc(C2C(C(=O)c3ccc(C)o3)=C(O)C(=O)N2Cc2cccnc2)cc1OC (stereo unspecified)
-1,-1,-9,1.7,2,-1,0,2,8,CC1(C)Oc2ccc3ccc(=O)oc3c2CC1O (stereo unspecified)
6,-1,5,0.6,2,1,0,-4,3,CCCC1=C(C(=O)OCC)C(c2sccc2C)n2ncnc2N1 (stereo unspecified)

Remaining list, next part.
CRFBP-R2 block,CHRM5 PAM,CHRM4 antagonist,CRFBP-R2 agonist,IDE cell inh,M5 ag,CHRM4 agonist,M4 PAM,M5 antag,SMILES
1,2,-8,8.6,-1,4,3,-3,2,COc1ccc(C(=O)NC2CCCCCC2)cc1S(=O)(=O)N1CCCC1
16,5,11,-0.4,0,-2,-1,0,-3,COc1ccc(CNC(=O)c2ccc(NC(=O)CC3SC(N4CCCC4)=NC3=O)cc2)cc1 (stereo unspecified)
-13,2,8,-2.5,0,-10,2,-11,-2,COc1cccc(CNC(=O)CCC2CCCN(C/C=C/c3ccccc3OC)C2)c1 (stereo unspecified)
2,-11,-12,-0.8,3,-6,5,7,11,O=C(NCC(c1ccco1)N1CCCCC1)c1cccc(S(=O)(=O)Nc2ccccc2Cl)c1 (stereo unspecified)
1,2,7,-0.5,1,-2,0,-5,3,O=C(NCCSc1ccccn1)c1ccc(Cl)cc1Cl
.,-1,6,.,.,1,0,0,-2,O=C(Nc1ccc2c(c1)OCO2)c1ccc2sc([C@@H]3O[C@H](CO)[C@H](O)[C@H](O)[C@H]3O)nc2c1
.,-3,-5,.,.,-2,1,-3,4,CCC(=O)Nc1ccc2c(c1)OC[C@@H](C)N(Cc1ccccc1F)C[C@@H](C)[C@@H](OC)CN(C)C2=O
-8,2,-2,-0.7,0,-2,-2,6,1,CCc1ccc2c(c1)/C(=N/N(C)C(=S)NC)C(=O)N2
0,3,2,-2.4,1,1,1,-4,5,COc1ccc(NC(=S)NC2CCN(Cc3ccccc3)CC2)cc1OC
3,-5,4,1.9,5,-5,0,-4,6,O=C1SCC(c2ccc(Cl)cc2Cl)=NN1Cc1nnc(-c2ccccc2)o1
8,3,2,-1.3,-4,0,1,2,3,Cc1nnc(SCC(=O)NC2CCCCC2)n(N)c1=O
-26,-9,9,9.5,-3,3,11,-21,7,CCn1c2ccccc2c2cc(/C=N/NC(=O)c3ccc(O)cc3)ccc21
0,-2,-14,0.4,0,2,5,3,1,O=C(CCC(=O)N1CCOc2ccccc21)N1CCN(c2ccccc2)CC1
71*,0,-5,-0.1,0,-2,0,5,-1,CCN(c1ccccc1)S(=O)(=O)c1ccc(Cl)c(NC(=O)Nc2ccc(Cl)cc2C#N)c1
11,1,2,-0.8,4,0,0,-3,5,Cc1cc(NC(=O)c2ccco2)sc1C
-3,3,4,0.0,0,-7,-1,-9,4,CCC(=O)N1CCc2cc(Br)cc(S(=O)(=O)NCCCN(CC)Cc3ccccc3)c21
-42,0,-15,2.3,8,-3,1,6,-3,CCN(CC)CCNC(=O)c1sc2nc(-c3ccccc3)cn2c1C
15,6,3,-3.6,2,-5,0,8,8,CCCNC(=O)NC(=O)COc1c(F)c(F)cc(F)c1F
3,0,-1,-0.8,.,0,1,2,0,CCOc1ccc(NC(=O)CN(C)C2=NS(=O)(=O)c3ccccc32)cc1
.,0,-12,.,.,1,7,-5,-3,COC(=O)C1=CN(c2ccc(OC)cc2)C(N)=C(C#N)C1c1cccc2ccccc12 (stereo unspecified)

(further entries)
CRFBP-R2 block,CHRM5 PAM,CHRM4 antagonist,CRFBP-R2 agonist,IDE cell inh,M5 ag,CHRM4 agonist,M4 PAM,M5 antag,SMILES
27,7,-8,-0.3,-4,12,8,12,-5,O=C(CN1C(=O)NC2(CCCc3ccccc32)C1=O)Nc1ccccc1OC(F)F (stereo unspecified)
-13,-8,-8,1.3,3,-2,1,5,12,O=C(NC1CCN(S(=O)(=O)c2ccc(F)cc2)CC1)c1ccco1
-5,-1,2,-2.9,5,-3,1,-3,4,CCOc1cc(/C=N/NC(=O)c2ccc(O)cc2)ccc1Oc1nc(Cl)ncc1F
5,2,4,0.0,-3,3,-2,-5,8,C[C@H](CO)N1C[C@H](C)[C@@H](CN(C)C(=O)Nc2ccc3c(c2)OCO3)Oc2ccc(NC(=O)CCN3CCOCC3)cc2C1=O
11,0,2,1.1,.,2,1,-2,4,Cc1nnc(Cc2ccco2)c2n[nH]c(C)c12
-4,3,14,1.2,4,2,2,16,-4,Cc1nc2c(-c3ccc(F)cc3)c(C)nn2c(C)c1CCC(=O)Nc1ccccc1
4,-5,8,0.4,-2,7,1,3,2,CCOC(=O)C1CCN(C(=O)Cc2c(C(=O)O)n(C)c3ccccc23)CC1
26,0,11,-0.9,2,0,0,-5,3,Nc1nnc(SCc2cccc(C(F)(F)F)c2)s1
8,-3,4,0.4,10,-5,2,4,-1,CCn1cc(C(=O)N2CCc3ccccc32)c(=O)c2cc(S(=O)(=O)N3CC(C)CC(C)C3)ccc21 (stereo unspecified)
3,2,7,2.2,4,0,1,0,0,COc1ccc(C(=O)N2CCC(C(=O)Nc3ccccc3OC)CC2)cc1
-5,2,6,-0.5,-1,1,2,-3,-1,CCc1cc2c(=O)c(-c3cscn3)coc2c(CN(C)C)c1O
11,-9,-4,-0.3,-1,-2,11,-10,12,COc1cccc2cc(-c3cc(=O)oc4ccc(OCC(C)=O)cc34)oc12
-4,-6,-6,-3.2,5,-3,7,10,4,CCCN(CC1CC1)c1nc(N)c2c(N)nc(OC)cc2c1C#N

From PubChem
